# TNAP inh noacc: human TNAP enzyme inhibitors, primary screen, biochemical, luminescent, no phosphate acceptor, uHTS. Alkaline phosphatase, tissue-nonspecific isozyme (Homo sapiens), P05186. purified TNAP, CDP-star luminescence, 30 min. inhibition, % at 20 µM. hit rate 0.26% among 200,000. AID 1012, 2008;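 active = tissue-nonspecific alkaline phosphatase inhibition above about 50% at 20 µM in the single-dose screen, limit read from the data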;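 note: 0% = DMSO negative control and 100% = EDTA positive control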
# Target sequence (P05186 whole entry, looked up): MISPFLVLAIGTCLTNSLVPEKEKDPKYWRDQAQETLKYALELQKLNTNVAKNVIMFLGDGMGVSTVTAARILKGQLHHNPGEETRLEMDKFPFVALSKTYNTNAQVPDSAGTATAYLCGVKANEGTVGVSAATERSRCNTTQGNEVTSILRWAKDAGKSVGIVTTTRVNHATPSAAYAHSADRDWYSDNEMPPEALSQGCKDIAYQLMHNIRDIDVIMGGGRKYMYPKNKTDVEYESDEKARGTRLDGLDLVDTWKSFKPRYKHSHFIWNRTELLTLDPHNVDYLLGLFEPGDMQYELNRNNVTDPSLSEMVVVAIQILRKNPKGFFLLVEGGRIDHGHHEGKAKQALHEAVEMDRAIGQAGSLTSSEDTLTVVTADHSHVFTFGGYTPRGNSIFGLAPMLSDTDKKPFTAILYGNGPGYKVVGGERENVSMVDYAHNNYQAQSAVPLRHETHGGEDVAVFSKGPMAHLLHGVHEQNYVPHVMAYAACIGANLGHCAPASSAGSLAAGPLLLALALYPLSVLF
# TNAP act hiacc: TNAP activators at high phosphate acceptor level, primary screen, biochemical, luminescence, uHTS | purified TNAP, CDP-star luminescence, 1 M DEA, 30 min; active compounds read high; 0 = EDTA background, 1 = DMSO-only activity | activation factor at 20 µM | 200,000 tested, under 10 active;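 active = activation factor at least 2 at 20 µM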
#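 Test system – human TNAP · Doses – 20 µM single point · Incubation – 30 min, room temperature · Signal – luminescent substrate turnover signal · Read-out basis – activation factor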
# PMI act hi M6P: human PMI activators, high substrate, primary screen, biochemical, fluorescence intensity, near-saturating mannose 6-phosphate; hit rate 0.34% among 190,000; activation factor at 20 µM; Mannose-6-phosphate isomerase (Homo sapiens), P34949; coupled PMI enzyme assay, resazurin fluorescence, 20 min; active compounds read high; 1 = untreated enzyme, 0 = substrate-free blank;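 active = activation factor of 2 or more at 20 µM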
#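 Technique: Diaphorase-driven resazurin-to-resorufin fluorescence, excitation 544, emission 590 nm | Assay system: Human PMI in coupled enzyme assay | Times: Enzyme reaction with compound 20 min at room temperature | Medium: HEPES-buffered pH 7.4 with magnesium and detergent | Reagent: Mannose-6-phosphate 1.0 mM (near-saturating) plus 0.22 mM NADP+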
# Diaph act CS: compounds boosting diaphorase resazurin reduction – biochemical, uHTS, resorufin fluorescence, counter-screen for diaphorase-coupled primary assays, primary screen; hit rate 0.005% among 190,000; Diaphorase/resazurin coupled assay, 16 min; active compounds read high; 1 = vehicle wells, 0 = NADH-free wells; AID 1229, 2008; activation factor at 20 µM;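 active = diaphorase activity raised at least twofold by the compound at 20 µM; inactive = activation factor below 2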
#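 Measured by – red resorufin fluorescence at 544/590 nm excitation/emission · Test system – Clostridium kluyveri diaphorase, purified enzyme · Incubation – reaction time 16 min, room temperature · Buffer or medium – 50 mM HEPES pH 7.4 with 4.542 mM MgCl2, 0.005% Tween 20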
# Efa HMGR inh: inhibitors of E. faecalis class II HMGR, primary screen, biochemical, Enterococcus faecalis. HMG-CoA reductase (Enterococcus faecalis, mvaE). purified E. faecalis HMGR, NADPH absorbance 340 nm kinetic. inhibition, % at 10 µM. hit rate 0.41% among 190,000;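 active = inhibition above a set limit, the median over all tested compounds plus 3 SD, cut at about 9.5% in these data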;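 note: enzyme runs in reverse so mevalonate oxidation gives rising NADPH absorbance; 0% = complete reaction with DMSO and 100% = background rate lacking mevalonate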
# G6PDH counter: L. mesenteroides G6PDH inhibitors, counter-screen for G6PDH-coupled screening assays, biochemical, Leuconostoc mesenteroides enzyme | glucose-6-phosphate dehydrogenase [Leuconostoc mesenteroides] | Purified L. mesenteroides G6PDH, diaphorase/resazurin coupled fluorescence, 45 min | inhibition, % at 5 µM | hit rate 0.12% among 200,000 | AID 1020, 2008; in the data active = inhibition above about 50%
# PMI activator: activators of human PMI, primary screen, biochemical, fluorescence intensity, near-Km mannose 6-phosphate | Mannose-6-phosphate isomerase (Homo sapiens), P34949 | purified human PMI, coupled resazurin fluorescence, 20 min; active compounds read high; 1 = vehicle control, 0 substrate-free wells | activation factor at 20 µM | hit rate 0.005% among 190,000 | AID 1214, 2008;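 active = activation factor of 2 or more at 20 µM, relative to plate controls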
# FLuc act counter: FLuc activators, initial screening, artefact control for FLuc-dependent activation tests, biochemical, ATPlite luminescence | Luciferin 4-monooxygenase (Photinus pyralis), P08659 | AID 1027, 2008 | ATPlite luciferase biochemical, 10 min; 0 = ATP-free wells, 1 = DMSO control | activation factor at 10 µM | 200,000 tested, under 10 active;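 active = luciferase activation factor, scaled between plate controls, of at least 2 with compound at 10 µM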
# Target sequence (P08659 whole entry, looked up): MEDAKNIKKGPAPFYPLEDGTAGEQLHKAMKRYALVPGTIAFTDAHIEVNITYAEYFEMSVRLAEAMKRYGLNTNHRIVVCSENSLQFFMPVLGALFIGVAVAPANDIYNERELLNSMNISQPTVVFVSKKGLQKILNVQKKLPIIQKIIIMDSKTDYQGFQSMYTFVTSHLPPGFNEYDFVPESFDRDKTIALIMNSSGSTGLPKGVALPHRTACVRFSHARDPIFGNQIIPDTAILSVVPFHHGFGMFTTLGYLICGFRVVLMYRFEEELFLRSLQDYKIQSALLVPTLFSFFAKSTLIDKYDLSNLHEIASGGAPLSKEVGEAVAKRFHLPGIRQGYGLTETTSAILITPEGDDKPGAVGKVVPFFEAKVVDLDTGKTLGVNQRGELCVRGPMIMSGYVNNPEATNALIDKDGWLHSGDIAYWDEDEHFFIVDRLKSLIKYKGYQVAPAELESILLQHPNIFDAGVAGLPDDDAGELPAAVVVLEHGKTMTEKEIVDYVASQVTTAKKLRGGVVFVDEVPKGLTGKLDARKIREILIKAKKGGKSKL
#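 test system = cell-free luciferase reagent | medium = PBS as buffer for the ATP substrate | dosing = test compounds dosed from 2 mM stocks in 100% DMSO | incubation = 10 min at ambient temperature | detection = luminescence measurement of luciferase light output | benchmarks = low control with PBS replacing ATP, high control enzyme plus ATP without compound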
# Diaph inh CS: diaphorase inhibitors and chemical oxidizers, primary screen, counter-screen for diaphorase-coupled primary assays, biochemical, uHTS, resorufin fluorescence; diaphorase resazurin-to-resorufin fluorescence, NADH, 16 min; bacterial (C. kluyveri) enzyme, not human; inhibition, % at 20 µM; hit rate 0.69% among 190,000;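 active = primary screen inhibition at 20 µM above a set limit, cut at about 50% in these data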;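 note: plate controls were DMSO with full reaction for no effect and wells lacking NADH for full effect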
#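 System: Diaphorase enzyme from Clostridium kluyveri | Amount: Enzyme working solution with 0.14 U/mL diaphorase | Benchmarks: No-NADH positive control and DMSO neutral control | Signal: Fluorescence of resorufin formed from resazurin, Ex 544/Em 590 nm | Schedule: 16-min room-temperature incubation before reading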
# TNAP inh hi DEA: human TNAP enzyme inhibitors, primary screen, biochemical, luminescent, high phosphate acceptor level, uHTS. inhibition, % at 20 µM. hit rate 0.03% among 200,000. Alkaline phosphatase, tissue-nonspecific isozyme (Homo sapiens), P05186. purified TNAP, CDP-star luminescence, 1 M DEA;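 active = over 50% inhibition of tissue-nonspecific alkaline phosphatase at 20 µM in the single-dose screen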;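 note: plate controls were DMSO wells for no effect and EDTA-quenched wells as full inhibition for full effect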
# An asterisk follows results filed as active.
entry	canonical_smiles	TNAP inh noacc	TNAP act hiacc	PMI act hi M6P	Diaph act CS	Efa HMGR inh
1	CC(=O)c1ccc(OCC(O)CN2CC(C)OC(C)C2)cc1 (stereo unspecified)	-6	1.1	1.2	1.1	0
2	Nc1cccnc1Sc1cc(Cl)cc(Cl)c1	-4	1.1	1	0.9	-2
3	Fc1ccc(/C=C2\CCCC3=C2NC(=S)NC3c2ccc(F)cc2)cc1 (stereo unspecified)	2	1	1.7	0.9	-6
4	CC1CCCN(CCC(=O)c2ccc(Br)cc2)C1 (stereo unspecified)	5	1.1	0.4	0.8	-2
5	CC1(C)CSC(=NCc2ccccc2)N1C(=O)c1cccc([N+](=O)[O-])c1	-8	1	0.9	0.8	-7
6	Cc1nc2scc(-c3ccc(Cl)cc3)c2c(=O)n1N	-13	1.1	0.9	0.9	3
7	C=CCOc1ccccc1C1C2=C(CC(C)(C)CC2=O)Nc2c1c(=O)n(C)c(=O)n2C (stereo unspecified)	-17	1.1	1	0.9	4
8	Cc1cccc(-n2c(N)cc(=O)nc2SCC(=O)Nc2cc(C)on2)c1	-13	1	1	0.9	-7
9	COCCCNC(=O)CC(NS(=O)(=O)c1ccc(OC)cc1)c1ccc(OC)cc1 (stereo unspecified)	-10	1	0.9	0.9	1
10	COc1ccc(NC(=O)COC(=O)CNS(=O)(=O)c2ccc(F)c(F)c2F)cc1OC	-7	1	1	0.9	-4
11	N#Cc1cc2c(=O)n3ccccc3nc2n(Cc2ccco2)c1=NC(=O)c1ccco1	-1	1	0.7	0.5	3
12	COc1ccc(NS(=O)(=O)c2ccc(OC)c(N(C)S(=O)(=O)c3ccc(Cl)cc3)c2)cc1	-6	1	0.8	0.8	-1
13	CCc1c(C)sc(NC(=S)N2CCN(CC)CC2)c1C(=O)OC	-3	1	0.9	0.8	-7
14	NC(=S)n1[nH]c(-c2ccc([N+](=O)[O-])cc2)c(N=Nc2ccc(Cl)cc2)c1=O	-48	0.8	1	0.7	-10
15	Cc1sc2nc(N3CCOCC3)[nH]c(=O)c2c1-c1ccccc1	-12	1.1	1	0.9	-1

entry	G6PDH counter	PMI activator	FLuc act counter	Diaph inh CS	TNAP inh hi DEA
1	11	1.1	1.1	-12	-6
2	0	1	1.1	12	-6
3	-3	1.5	1	12	-2
4	-15	0.4	1.1	24	-8
5	3	0.8	1	23	-1
6	5	0.9	1.1	8	-7
7	-4	1	1.1	10	-9
8	-2	1	1	10	-4
9	-4	0.9	1	11	3
10	4	0.9	1.1	10	-2
11	-1	1.1	1	48	1
12	4	0.8	1	19	-3
13	1	0.8	1	15	0
14	-4	1	1	31	16
15	1	1	1.1	7	-6

# New compounds follow
entry	canonical_smiles	TNAP inh noacc	TNAP act hiacc	PMI act hi M6P	Diaph act CS	Efa HMGR inh
16	Cc1ccccc1CNC(=O)c1ccc(Cl)c([N+](=O)[O-])c1	0	1	0.9	1.1	0
17	Cc1ccc(C(=O)NCC(=O)OC(C)C(=O)Nc2ccc(N(C)C)cc2)cc1C (stereo unspecified)	-8	1.1	0.9	0.9	-2
18	O=C(OCc1ccccc1)c1ccc2c(c1)-c1ccccc1C2=O	-9	1	0.8	0.8	-3
19	O=c1cc(CSc2nnc(-c3ccccc3)o2)c2ccccc2[nH]1	-5	1	1.1	1	0
20	CC(CN1CCOCC1)OC(=O)c1ccc2c(c1)OCCO2 (stereo unspecified)	2	1.1	1.3	1.2	-2
21	OCC(O)C1OC(Nc2ccc(Br)cc2)C(O)C1O (stereo unspecified)	-7	1.1	1	0.9	-7
22	O=C(N/N=C/c1cccc(F)c1)c1cc(-c2ccco2)nc2ccccc12	2	1	1.1	1	-5
23	c1ccc(-c2c3ccccc3nc3[nH]c4ccccc4c23)cc1	-14	1.1	0.9	0.7	-6
24	CC(C)c1nc(SCC(=O)Nc2cccc(C(F)(F)F)c2)c2c(=O)n(C)c(=O)n(C)c2n1	2	1	0.9	0.9	2
25	COc1cccc(NC(=O)C2CCCN2C(=O)Nc2ccccc2F)c1 (stereo unspecified)	-10	1	0.9	0.9	-1
26	N[C@@H](CO)c1nnc([C@H](CC(=O)O)NC(=O)C2CCNCC2)o1	-12	1	1	0.8	-4
27	C=CCO/N=C(/C)c1c(O)c(CC)c(-c2ccccc2)n(-c2ccccc2)c1=O	-5	1	0.8	0.8	-6
28	O=C(c1csc(Nc2ccccc2Cl)n1)N1CCCC1	2	1.1	0.9	1	-8
29	CC(C)(C)n1ncc2c(=O)n(CC(=O)Nc3ccccc3)cnc21	-3	1	1	0.9	-5
30	COc1cc(OC)c(C2CC(=O)N3CN(c4ccccc4C)CSC3=C2C#N)cc1OC (stereo unspecified)	3	1	1	0.5	-2

entry	G6PDH counter	PMI activator	FLuc act counter	Diaph inh CS	TNAP inh hi DEA
16	9	1.1	1	-8	-4
17	-4	0.9	1	7	-5
18	-36	0.8	1	20	-1
19	0	1	1	4	4
20	21	1.2	1	-22	-8
21	8	1	1.1	8	-6
22	4	1	0.6	5	3
23	11	0.8	1.1	31	-6
24	-1	0.9	1	6	5
25	9	1	1	14	-3
26	12	1	1.1	15	-5
27	4	0.8	1	16	4
28	25	0.9	1	-2	-7
29	5	1	1.1	7	-2
30	7	0.7	1	48	2

# Further results
entry	canonical_smiles	TNAP inh noacc	TNAP act hiacc	PMI act hi M6P	Diaph act CS	Efa HMGR inh
31	Cc1onc(-c2ccccc2Cl)c1C(=O)Nc1cccc(-c2cn3cccnc3n2)c1	-8	1	1	0.8	-3
32	O=C(N/N=C/c1cc2ccccc2nc1Cl)c1ccncc1	-8	1.1	1	0.9	0
33	Cn1c2c(c(=O)n(C)c1=O)C(C(F)(F)F)(C(F)(F)F)N=C(c1ccccc1Cl)N2	-7	1	1	0.9	-1
34	O=C(O)c1cc(-c2cccnc2)nc2ccc(Br)cc12	-3	1	0.9	0.9	-2
35	CCn1c(N2CCN(S(=O)(=O)c3ccc(F)cc3)CC2)nc2ccccc21	-9	1.1	1.1	0.9	-5
36	CCCCC(=O)NC(=S)NNC(=O)CC#N	-24	1	0.9	0.8	-2
37	COc1ccc(C(c2c(C)n(C)n(-c3ccccc3)c2=O)c2c(C)n(C)n(-c3ccccc3)c2=O)cc1O	-10	1	0.9	1.2	1
38	COC(=O)c1ccc(/C=N/N2CCN(Cc3ccc(C)cc3C)CC2)cc1	-1	1	0.9	0.8	0
39	COc1ccc(S(=O)(=O)N2CCCOC2CNC(=O)C(=O)NCCCn2ccnc2)cc1OC (stereo unspecified)	-13	1.1	1.1	1.1	-12
40	N#Cc1cnn(-c2cccc(Cl)c2)c1N	-8	1	1	0.9	-1
41	CC1(C)CC(=O)C=C(NNC(=O)c2ccccc2)C1	-8	1.1	0.8	0.8	-6
42	Cc1ccc(-n2c(N)c(C(=O)Nc3c(C)n(C)n(-c4ccccc4)c3=O)c3nc4ccccc4nc32)cc1	-15	1	0.8	0.7	2
43	CCCOC(=O)c1ccc(Cl)c(NC(=O)c2ccc(-c3ccccc3)cc2)c1	-6	1	1.1	1	0
44	O=C(c1ccc(F)cc1)c1c[nH]c(C(=O)NCc2ccco2)c1	-6	1	0.8	0.8	3
45	COc1ccc(N2CCN(Cc3nc4c(c(=O)n(C)c(=O)n4C)n3C(C)C(C)=O)CC2)cc1 (stereo unspecified)	-9	1	0.9	0.9	-7

entry	G6PDH counter	PMI activator	FLuc act counter	Diaph inh CS	TNAP inh hi DEA
31	-33	0.9	1.1	21	-2
32	-4	1	1	6	-6
33	12	1	1.1	5	-1
34	9	0.9	0.9	11	0
35	8	1	1	12	-6
36	3	0.9	1	24	-2
37	4	1.1	1.1	-18	-4
38	-4	0.8	1.1	16	2
39	0	1.1	1.1	-9	-5
40	-1	1	1.1	7	-2
41	9	0.9	1	20	-6
42	-10	0.8	1	28	4
43	4	1	1	0	-5
44	-17	0.8	1.1	16	1
45	5	0.9	1	8	-3

# (further entries)
entry	canonical_smiles	TNAP inh noacc	TNAP act hiacc	PMI act hi M6P	Diaph act CS	Efa HMGR inh
46	CCCNC(=O)C/C(C)=N/NC(=O)COc1ccc(C)cc1Br	-8	1	0.9	1	-6
47	O=C(O)c1ccccc1NCN1C(=O)C2CC=C(Cl)CC2C1=O (stereo unspecified)	-4	1	0.8	0.9	-1
48	O=C(OCCN(C1=NS(=O)(=O)c2ccccc21)c1ccccc1Cl)c1ccc(Cl)cc1	-9	1.1	0.8	0.7	0
49	CCCNC(=O)C1CCN(S(=O)(=O)c2cccc3nonc23)CC1	1	1	0.9	1	-4
50	CCOC(=O)c1c(C)[nH]c(C(=O)COC(=O)CCC2CCCC2)c1C	-10	1	0.9	0.9	-6

entry	G6PDH counter	PMI activator	FLuc act counter	Diaph inh CS	TNAP inh hi DEA
46	38	0.9	0.9	2	-2
47	3	0.9	1	8	-1
48	2	0.9	1.1	25	-6
49	4	1	1	2	-2
50	6	0.9	1	10	-3

# 4 entries out of the list, sorted by SMILES length, low to high.
entry	canonical_smiles	TNAP inh noacc	TNAP act hiacc	PMI act hi M6P	Diaph act CS	Efa HMGR inh
46	CCCNC(=O)C/C(C)=N/NC(=O)COc1ccc(C)cc1Br	-8	1	0.9	1	-6
44	O=C(c1ccc(F)cc1)c1c[nH]c(C(=O)NCc2ccco2)c1	-6	1	0.8	0.8	3
50	CCOC(=O)c1c(C)[nH]c(C(=O)COC(=O)CCC2CCCC2)c1C	-10	1	0.9	0.9	-6
45	COc1ccc(N2CCN(Cc3nc4c(c(=O)n(C)c(=O)n4C)n3C(C)C(C)=O)CC2)cc1 (stereo unspecified)	-9	1	0.9	0.9	-7

entry	G6PDH counter	PMI activator	FLuc act counter	Diaph inh CS	TNAP inh hi DEA
46	38	0.9	0.9	2	-2
44	-17	0.8	1.1	16	1
50	6	0.9	1	10	-3
45	5	0.9	1	8	-3

# Assay outcomes deposited in PubChem BioAssay by several laboratories.
